# Assay outcomes deposited in PubChem BioAssay by National Center for Advancing Translational Sciences (NCATS).
# RECQ1 inh: RECQ1 (human) helicase inhibition. P46063. RECQ1 DNA unwinding, red fluorescence kinetic read. Potency, µM (series often up to 57.3 µM), inactives show at the highest dose activity, negative = inhibition, most hits filed as inhibitors. actives 0.54% (n = 240,000). AID 2549;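 also: plate controls were vehicle for no effect and no enzyme for full effect; nearly all actives have a fitted effect of over 30% in size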
#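 RECQ1T1 50 nM; forked duplex (20 bp + 30-nt ss tails) 200 nM, ATP 2 mM final; pH 8.0, 2 mM MgCl2, 2.5 ug/ml poly(dI-dC); 15 min compound preincubation; discontinuous kinetic read over 2 h at RT.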
# RGS12 GoLoco inh: inhibitors of human Gai1-RGS12 GoLoco interaction (red fluorophore); Potency, µM (top dose mostly 61.6 µM), inactives show top-dose activity, negative = inhibition, actives largely listed as inhibitors; actives 0.44% (n = 230,000); Gai1:RGS12 GoLoco peptide FP, rhodamine, 10 min; AID 880; P63096; active = well fitted inhibition curve with a large enough effect, not every such curve was filed as active; inactive = no such curve, though single readings can be large or run the other way; also: nearly all actives have a fitted effect of over 30% in size; many of its hits are not listed in these tables
# JMJD2E inh: inhibitors of human JMJD2E histone demethylase. JMJD2E catalytic domain, FDH-coupled NADH fluorescence (FDH is formaldehyde dehydrogenase). Potency, µM (titrated, usually from 57.1 µM), inactives show at the top dose activity change, negative = inhibition, hits mostly inhibitors. actives 1.6% (n = 230,000). AID 2147; active = well fitted inhibition curve with a large enough effect, not every such curve was filed as active; inconclusive = small, poorly fitted or top-dose-only effect, or another doubt; inactive = no such curve, though single readings can be large or run the other way;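 also: 0% = wells with enzyme and -100% = buffer wells without enzyme; nearly all actives have a fitted effect of over 50% in size; many of its hits are not listed in these tables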
# Target sequence (B2RXH2 1-337 limits assumed): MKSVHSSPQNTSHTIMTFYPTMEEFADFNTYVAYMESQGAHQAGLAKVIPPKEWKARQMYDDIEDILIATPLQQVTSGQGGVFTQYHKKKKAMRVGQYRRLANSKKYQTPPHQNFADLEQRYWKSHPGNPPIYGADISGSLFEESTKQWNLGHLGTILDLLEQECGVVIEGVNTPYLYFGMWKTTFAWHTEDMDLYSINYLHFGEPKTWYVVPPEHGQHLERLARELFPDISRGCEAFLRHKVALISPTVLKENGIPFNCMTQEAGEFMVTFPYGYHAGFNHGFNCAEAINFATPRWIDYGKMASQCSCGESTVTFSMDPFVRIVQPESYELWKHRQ
# TRb-SRC2 inh: disrupts binding of human TR beta to SRC2; P10828; TRbeta-SRC2 peptide binding, fluorescence polarization; receptor liganded with 1 µM T3; Potency, µM (titrated, usually from 106 µM), for inactives: top-dose activity change, negative = inhibition, usual class: inhibitors; actives 0.065% (n = 280,000);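 also: plate controls were bound peptide for no effect and peptide without receptor for full effect; nearly all actives have a fitted effect of over 50% in size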
# Target sequence (P10828 whole entry, looked up): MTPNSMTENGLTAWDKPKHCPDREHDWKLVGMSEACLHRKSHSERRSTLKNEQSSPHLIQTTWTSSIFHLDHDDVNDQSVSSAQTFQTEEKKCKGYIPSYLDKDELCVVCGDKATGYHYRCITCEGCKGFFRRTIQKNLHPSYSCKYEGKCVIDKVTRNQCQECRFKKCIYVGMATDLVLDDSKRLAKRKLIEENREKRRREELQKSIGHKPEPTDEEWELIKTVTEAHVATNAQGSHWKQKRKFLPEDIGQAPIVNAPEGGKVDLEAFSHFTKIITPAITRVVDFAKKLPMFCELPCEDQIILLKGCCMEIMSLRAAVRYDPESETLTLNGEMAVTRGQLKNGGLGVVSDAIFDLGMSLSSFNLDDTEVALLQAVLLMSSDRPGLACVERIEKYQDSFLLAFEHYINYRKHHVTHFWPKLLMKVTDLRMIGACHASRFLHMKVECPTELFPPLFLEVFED
#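 Fluorescence polarization of 20 nM Texas Red SRC2 peptide (20-aa NR interaction domain) bound to 0.6 uM human TRb ligand-binding domain, with 1 uM T3, after 5 hr at ambient temperature; inhibition seen as decreased polarization.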
# Tau fibril ThT: blocks human tau fibril formation measured by thioflavin T | Potency, µM (doses to about 57.4 µM), for the others: at the highest dose activity, negative = inhibition, most hits filed as inhibitors | actives 2.1% (n = 270,000) | P10636 | AID 1460 | recombinant tau K18 P301L, heparin-induced fibrillization, ThT fluorescence; also: nearly all actives have a fitted effect of over 55% in size
# Target sequence (P10636 561-689 P618L limits assumed): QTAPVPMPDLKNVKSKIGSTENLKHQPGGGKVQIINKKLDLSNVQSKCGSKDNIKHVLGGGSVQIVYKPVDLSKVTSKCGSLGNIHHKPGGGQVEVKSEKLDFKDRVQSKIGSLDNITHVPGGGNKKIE
#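 Fibril formation assay: tau K18 P301L at 15 uM with trace Alexa 594 label, heparin inducer 20 uM, pH 7 sodium acetate buffer, 37 C for 6 hr; endpoint ThT signal.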
# L3MBTL1 block: L3MBTL1 (human) inhibition; Q9Y468; Potency, µM (doses to about 57.1 µM), for the others: top-dose activity, negative = inhibition, actives largely listed as inhibitors; AID 485360; actives 0.66% (n = 230,000); AlphaScreen L3MBTL1–H3K9me1 peptide binding; also: nearly all actives have a fitted effect of over 60% in size
#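 L3MBTL1 (50 nM) pre-complexed 30 min with biotinylated H3(1-15)K9me1 peptide (75 nM), then compounds added for 30 min at room temperature; AlphaScreen streptavidin donor/nickel chelate acceptor beads (10 ug/mL final) read after 30 min dark incubation.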
# TexasRed fluor: counter-screen for TRb-SRC2 inhibitors: fluorescence interference; TRb/SRC2 Texas Red total fluorescence interference; Potency, µM (top dose mostly 106 µM), without a hit: top-dose fluorescence change, negative = quenching; actives 0.29% (n = 280,000); active = well fitted curve in either direction with a large enough effect; inconclusive = small, poorly fitted or top-dose-only effect
#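 Flags fluorescent or light-absorbing compounds by total fluorescence, S + 2P, at 555 nm excitation and 632 nm emission. Mixture: 20 nM Texas Red SRC2 peptide, 0.6 uM human TRb LBD, 1 uM T3, 5% DMSO; compound exposure 5 h at ambient temperature.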
# Tau fibril FP: tau fibrillization inhibition (FP). P10636. K18 P301L tau heparin fibrillization, Alexa594 FP, 6 h. Potency, µM (highest dose often 57.7 µM), without a hit: at the highest dose activity, negative = inhibition, hits mostly inhibitors. actives 0.39% (n = 280,000). AID 1468; also: nearly all actives have a fitted effect of over 55% in size
#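 Human K18 P301L fragment (15 uM unlabeled plus 0.24 uM Alexa 594-labeled) in 100 mM sodium acetate pH 7 with compound, aggregation induced by 20 uM heparin for 6 hr at 37 C. ThT (30 uM) added for 1 hr, then Alexa 594 FP read.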
# * marks the source's active call; other numbers are inactive results; i = inactive; ? = inconclusive; / = not tested or not shown; [ ] = dose if it differs, or a comment. Unless noted, calls follow the shape of the dose curve; as a rule, active = well fitted curve in the direction sought with a large enough effect; inconclusive = small, poorly fitted or top-dose-only effect, or another doubt; inactive = no such curve, though single readings can be large; an effect the other way counts as inactive or inconclusive. Unless noted, % is scaled to controls: 0 for no effect and ±100 for the full control effect; potency is read from the fitted curve at half-maximal effect.
[1] O=c1cc(-c2ccccc2O)oc2cc(O)ccc12
[2] Cc1cccc2nc(-c3cccc(NC(=O)c4ccc(Cl)cc4)c3)cn12
[3] Cc1ccnc2ccc(P(=O)(c3ccccc3)c3ccccc3)cc12
[4] O=C(NCCCN1CCOCC1)c1ccc(CS(=O)(=O)c2c(Cl)cccc2Cl)o1
[5] Cc1ccc(OCC(=O)Nc2ccc3c4c(cccc24)CC3)c(C)c1
[6] CC(C)CCNC(=O)Cn1c(=O)oc2cc(S(=O)(=O)N3CCc4ccccc43)ccc21
[7] CC(C)N1CCCC(CNC(=O)CCc2nnc(CCCCc3ccccc3)o2)C1 (stereo unspecified)
[8] CC(CNC(=O)c1ccc2c(c1)nc1n2CCOC1)c1ccccc1 (stereo unspecified)

Screen / compound no.,1,2,3,4,5,6,7,8
RECQ1 inh,-12%,?,i,i,-1%,-1%,i,/
RGS12 GoLoco inh,15%,8%,4%,5%,9%,2%,6%,/
JMJD2E inh,-2%,140%[activator],2%,-3%,8%,8%,5%,/
TRb-SRC2 inh,0%,6%,1%,-14%,-3%,1%,8%,-9%
Tau fibril ThT,-7%,?,-5%,1%,-3%,-10%,-9%,?
L3MBTL1 block,/,-3%,6%,-8%,8%,-3%,9%,/
TexasRed fluor,2%,-1%,2%,3%,-1%,-3%,-6%,0%
Tau fibril FP,-16%,-6%,3%,-4%,-7%,-12%,1%,-9%

[9] CC(C)(C)OC(=O)N/N=C/c1cccc([N+](=O)[O-])c1
[10] Cc1cc(C)n(-c2nc(N(C)C)nc(N(C)C)n2)n1
[11] CCOC(=O)c1c(NC(=O)CSc2nnc3c(n2)[nH]c2ccc(F)cc23)sc(C(C)=O)c1C
[12] CC(=O)n1cc([C@@H]2C=C(C(=O)N3CCOCC3)O[C@H](OCCCCO)C2)c2ccccc21
[13] Cn1c(CN2CCOCC2)nc2cc(NC(=O)COc3ccccc3)ccc21
[14] CC(=O)c1c(C)[nH]c2ccccc2c1=O
[15] CSc1ccccc1NC(=O)COc1ccc(Cl)cc1C
[16] O=C(NCc1ccc(Cl)c(Cl)c1)c1cccnc1

Screen / compound no.,9,10,11,12,13,14,15,16
RECQ1 inh,-5%,i,-12%,-11%,i,1%,-12%,-1%
RGS12 GoLoco inh,2%,3%,0%,7%,7%,1%,1%,4%
JMJD2E inh,-13%,7%,5%,-20%,-1%,-5%,-7%,-2%
TRb-SRC2 inh,-10%,-6%,2%,-4%,-3%,-1%,-1%,-2%
Tau fibril ThT,?,-6%,-3%,?,-12%,1%,?,-7%
L3MBTL1 block,/,-3%,6%,15%,5%,2%,56%[activator],/
TexasRed fluor,-5%,0%,-2%,-2%,-2%,-2%,2%,0%
Tau fibril FP,4%,-11%,-4%,4%,2%,-2%,-3%,-1%

[17] COc1ccccc1CNc1nc(-c2ccco2)nn1S(C)(=O)=O
[18] Cc1ccc(NC(=O)CN2C(=O)NC(Cc3c[nH]c4ccccc34)C2=O)cc1S(=O)(=O)N1CCCCC1 (stereo unspecified)
[19] COc1cc2[nH]c(=S)n(Cc3ccc(C)cc3)c(=O)c2cc1OC
[20] O=C(O)CCC(=O)Nc1ccc(F)cc1
[21] COC(=O)c1cnc2c(c(C)nn2C)c1OC
[22] O=C(CCCN1C(=O)c2cccc3cccc(c23)C1=O)NCc1ccco1
[23] COc1ccc(C2NC3=C(CCC3)C3(C#N)C(OC)(OC)N=C(N)C23C#N)cc1 (stereo unspecified)
[24] O=[N+]([O-])c1cc(Cl)c(O)c2ncccc12

Screen / compound no.,17,18,19,20,21,22,23,24
RECQ1 inh,/,-7%,-10%,i,-1%,-4%,29%,-1%
RGS12 GoLoco inh,/,1%,7%,-6%,-4%,8%,4%,-21%
JMJD2E inh,/,-3%,-19%,5%,2%,?,?,?
TRb-SRC2 inh,-4%,-2%,-4%,8%,7%,-7%,-1%,14%
Tau fibril ThT,11%,-9%,?,-12%,8%,-6%,?,13µM*
L3MBTL1 block,/,-16%,/,/,0%,2%,1%,/
TexasRed fluor,3%,-6%,0%,-3%,1%,-3%,5%,-2%
Tau fibril FP,0%,16%,?,3%,-6%,-4%,-14%,-5%

[25] C=CCn1c(C)cc(C(=O)COC(=O)c2ccc3c(c2)NC(=O)CS3)c1C
[26] Cc1cc(C)nc(NS(=O)(=O)c2ccc(NC(=O)c3ccc(S(=O)(=O)N4CCOCC4)cc3)cc2)n1
[27] CSc1nnc(C)c(=O)n1COC(=O)c1ccc(S(=O)(=O)N(C)C)cc1
[28] Cc1cccc(-c2noc(-c3cccnc3NCc3ccco3)n2)c1
[29] CCc1ccccc1S(=O)(=O)Cc1ccc(C(=O)NCC2CCCO2)o1 (stereo unspecified)
[30] COc1ccc(NS(=O)(=O)c2ccc(S(=O)(=O)N3CCCC3)cc2)cc1
[31] Cc1ccc(-n2ncc3c2ncn2c(-c4ccncc4)nnc32)cc1
[32] Cn1cccc1/C=N/NC(=O)c1sc2ccccc2c1Cl

Screen / compound no.,25,26,27,28,29,30,31,32
RECQ1 inh,i,i,-3%,/,-11%,-16%,1%,-9%
RGS12 GoLoco inh,6%,-7%,7%,/,-4%,3%,1%,13%
JMJD2E inh,-13%,8%,3%,/,3%,7%,3%,-3%
TRb-SRC2 inh,-1%,-1%,-3%,3%,8%,4%,-11%,1%
Tau fibril ThT,?,-4%,1%,-12%,-4%,-1%,?,?
L3MBTL1 block,?,3%,-5%,/,-8%,/,4%,?
TexasRed fluor,0%,0%,-2%,-2%,1%,1%,5%,1%
Tau fibril FP,?,0%,0%,8%,2%,-5%,5%,10%

# Individual results from the results shown:
# compound 31 in L3MBTL1 block → 4%
# compound 32 in TexasRed fluor → 1%

# Entries 19 to 21, reprinted for reference:
[19] COc1cc2[nH]c(=S)n(Cc3ccc(C)cc3)c(=O)c2cc1OC
[20] O=C(O)CCC(=O)Nc1ccc(F)cc1
[21] COC(=O)c1cnc2c(c(C)nn2C)c1OC

Screen / compound no.,19,20,21
RECQ1 inh,-10%,i,-1%
RGS12 GoLoco inh,7%,-6%,-4%
JMJD2E inh,-19%,5%,2%
TRb-SRC2 inh,-4%,8%,7%
Tau fibril ThT,?,-12%,8%
L3MBTL1 block,/,/,0%
TexasRed fluor,0%,-3%,1%
Tau fibril FP,?,3%,-6%

# Going on with the list.
[33] Cc1ccc(C(O)CN2C3=NCCCN3c3ccccc32)cc1 (stereo unspecified)
[34] Cc1nc(SCC(=O)Nc2nc3ccccc3s2)c(C#N)c(C)c1C
[35] Cc1ccc2cc(COC(=O)c3ccncc3)c(=O)[nH]c2c1
[36] COC(=O)CCC(=O)Nc1nnc(C(F)(F)F)s1
[37] O=C(Nc1ccc(-c2ccccc2)cc1)c1ccco1
[38] O=C(CSc1nnc(-c2ccco2)o1)c1ccccc1
[39] COc1ccc(OC)c(CCNC(=O)c2cc3c(s2)-c2c(C)cccc2OC3)c1
[40] COC(=O)C1=C(C)N(Cc2cccnc2)C(=O)/C1=C\c1sccc1C

Screen / compound no.,33,34,35,36,37,38,39,40
RECQ1 inh,-1%,-1%,11%,-2%,i,i,/,-16%
RGS12 GoLoco inh,-5%,-17%,-70%,-5%,-27%,34%[activator],/,15%
JMJD2E inh,3%,?,-2%,-1%,1%,-1%,/,-12%
TRb-SRC2 inh,7%,-3%,-8%,4%,-1%,-7%,-4%,4%
Tau fibril ThT,1%,1%,-2%,-3%,-2%,6%,?,14µM*
L3MBTL1 block,3%,10%,11%,/,-2%,?,/,?
TexasRed fluor,-2%,0%,1%,-1%,0%,-4%,2%,-3%
Tau fibril FP,4%,-18%,0%,1%,-3%,-8%,-4%,3%

[41] Cc1ccc(NC(=O)CCc2c(C)nn(-c3ccc(N4CCCCC4)nn3)c2C)cc1F
[42] COc1ccc(C(=O)/C=C\N2CCOCC2)cc1
[43] CC1(C)Cc2ccccc2C(=NCCCCCC(=O)O)N1
[44] COc1ccc(C(=O)N2CCC(N3CCN(c4ccccc4)CC3)CC2)cc1
[45] O=C(Cc1ccc(Cl)cc1)Nc1ccc2oc(-c3ccccc3F)nc2c1
[46] CCC(=O)N1CCc2cc(S(=O)(=O)NC(Cc3ccccc3)C(=O)NC3CCCCC3)ccc21 (stereo unspecified)
[47] Cc1nc(-c2ccccc2)sc1C1(C)CC(c2ccc([N+](=O)[O-])cc2)=NO1 (stereo unspecified)
[48] CCc1cccc(NC(=O)CCc2nc3cccnc3n2-c2ccccc2)c1

Screen / compound no.,41,42,43,44,45,46,47,48
RECQ1 inh,/,-13%,3%,-10%,/,-2%,i,/
RGS12 GoLoco inh,/,-16%,-1%,1%,/,-7%,3%,/
JMJD2E inh,/,-2%,-1%,?,/,1%,6%,/
TRb-SRC2 inh,8%,11%,1%,-12%,-18%,2%,-7%,3%
Tau fibril ThT,?,?,4%,-10%,-3%,-2%,?,-10%
L3MBTL1 block,/,/,31%[activator],/,/,3%,/,/
TexasRed fluor,5%,1%,0%,-5%,?,2%,0%,0%
Tau fibril FP,6%,?,3%,0%,-18%,0%,11%,-3%

[49] Cc1[nH]c(=O)[nH]c(=O)c1NS(=O)(=O)c1ccccc1
[50] C=CCOc1cccc(CNn2cn[nH]c2=S)c1
[51] O=C(NCc1cccnc1)c1ccc(-c2ccccc2[N+](=O)[O-])o1
[52] O=C1OCCN1CCNCc1cn(-c2ccc(F)cc2)nc1-c1ccccc1Cl
[53] CCCCNC(=O)c1cnn2c(C)c(Cc3c(C)cc(C)cc3C)c(C)nc12
[54] O=C(CN1CCN(C2CCCCC2)CC1)c1ccc2cc[nH]c2c1
[55] Oc1cccc(CN2CCCCC2)c1

Screen / compound no.,49,50,51,52,53,54,55
RECQ1 inh,-11%,-4%,-10%,-5%,/,-2%,3%
RGS12 GoLoco inh,2%,7%,6%,-6%,/,10%,-4%
JMJD2E inh,6%,3%,6%,1%,/,?,9%
TRb-SRC2 inh,9%,-3%,?,0%,-2%,-7%,5%
Tau fibril ThT,-7%,-8%,0%,-3%,?,?,-7%
L3MBTL1 block,9%,1%,0%,-3%,/,/,-5%
TexasRed fluor,6%,-1%,?,-4%,-2%,-2%,1%
Tau fibril FP,1%,-9%,-3%,-2%,-7%,-2%,4%

# Only part of the results is shown, so the mix of outcomes need not match the whole.
